Screens as filed in PubChem BioAssay.
FID counter: compounds displacing fluorescent DNA intercalator, primary screen, artefact control for HCV NS3 helicase inhibitor project, biochemical, FID fluorescence | 290,000 compounds, 0.17% hits | inhibition, % at 7.9 µM | DNA fluorescent intercalator displacement; in the data active = inhibition above about 37%;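 note: 0% = vehicle and 100% = reference compound; higher means more ethidium bromide displaced from hairpin DNA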
GalR3 antag: GalR3 antagonists in HEK293 cells, primary screen, cell-based, fluorescence readout; Galanin receptor type 3 (Homo sapiens), O60755; HEK293 GalR3-CNG cAMP membrane potential fluorescence; galR3 body fused to GalR1 C-terminus; inhibition, % at 3 µM; 360,000 compounds, 0.44% hits;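 active = inhibition above the screen-wide average plus 3 SD, cut at about 13% in these data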;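 note: forskolin and galanin both at EC90 stimulate the cells; cAMP rise reported by CNG channel membrane potential dye signal; 0% = forskolin plus galanin with DMSO and 100% = forskolin alone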
MEKK3 PB1 HTS: modulators of MEKK3-MEK5 PB1 binding, primary screen, biochemical, wildtype MEKK3, multiplex bead flow cytometry, Alexa488-MEK5; bead-based flow cytometry, Alexa488-MEK5 binding to MEKK3; actives lie on both sides; 0 = blocked by unlabeled MEK5, 100 = vehicle; 290,000 compounds, 1.4% hits; Mitogen-activated protein kinase kinase kinase 3 (Homo sapiens), Q99759; binding response (% of control), % at 10 µM;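 active = binding response more than 3 SD above or below the average of its plate-row segment, actives on both sides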;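 note: Alexa488 bead fluorescence after subtracting the streptavidin-only scavenger bead signal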
Target sequence (Q99759 whole entry, looked up): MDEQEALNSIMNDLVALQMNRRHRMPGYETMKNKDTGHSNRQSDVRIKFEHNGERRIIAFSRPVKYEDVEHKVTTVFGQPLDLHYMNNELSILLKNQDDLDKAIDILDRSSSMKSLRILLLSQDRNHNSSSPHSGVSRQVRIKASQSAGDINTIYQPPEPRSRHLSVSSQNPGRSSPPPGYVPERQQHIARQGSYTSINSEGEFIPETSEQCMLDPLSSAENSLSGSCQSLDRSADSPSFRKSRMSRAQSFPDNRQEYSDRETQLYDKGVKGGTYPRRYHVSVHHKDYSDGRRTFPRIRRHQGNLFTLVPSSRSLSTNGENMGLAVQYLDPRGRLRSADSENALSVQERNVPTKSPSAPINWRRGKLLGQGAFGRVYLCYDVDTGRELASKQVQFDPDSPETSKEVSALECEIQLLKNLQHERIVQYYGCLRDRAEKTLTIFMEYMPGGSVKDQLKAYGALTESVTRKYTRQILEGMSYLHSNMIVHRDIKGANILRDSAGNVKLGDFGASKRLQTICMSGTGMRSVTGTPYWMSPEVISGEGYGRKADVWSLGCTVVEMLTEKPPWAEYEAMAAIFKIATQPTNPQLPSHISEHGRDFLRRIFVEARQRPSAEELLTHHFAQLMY
MEKK2wt PB1 HTS: modulators of MEK5 binding to wildtype MEKK2, primary screen, biochemical, multiplex bead flow cytometry, Alexa488-MEK5; binding response (% of control), % at 10 µM; Mitogen-activated protein kinase kinase kinase 2 (Homo sapiens), Q9Y2U5; Alexa488-MEK5 binding to MEKK2 WT; actives lie on both sides; 290,000 compounds, 1.1% hits; in the data active = binding response below about 67% or above about 130%
CRFR2-BP ag: agonists of CRF-BP/CRF-R2 complex, primary screen, cell-based, HEK293, calcium dye fluorescence, uHTS; CRF-binding protein / CRF receptor 2 complex (human); calcium dye fluorescence (FLIPR); percent of saturating CRF peptide response; activation, % at 13.2 µM; 350,000 compounds, 0.46% hits;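 active = activation of at least 50%, plus an integration ratio under a set limit after plate pattern correction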;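 note: plate controls were neutral control wells without compound for no effect and CRF at EC100 for full effect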
NS3 helicase inh: inhibitors of HCV NS3 helicase, primary screen, biochemical, Cy5 molecular beacon fluorescence; Hepatitis C virus NS3 helicase; NS3 helicase DNA unwinding; inhibition, % at 10.9 µM; 290,000 compounds, 0.56% hits; AID 1800, 2009;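 active = inhibition above the mean of all tested compounds plus 3 SD, set per campaign, cut at about 35% in these data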;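 note: 0% = DMSO wells and 100% = thioflavine S control wells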
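assay system = NS3 helicase fragment of HCV | buffer or medium = MOPS pH 6.5, MgCl2, DTT, Tween20, BSA | timing = 60 min unwinding reaction at 25 °C after ATP addition | signal = Cy5 beacon fluorescence read at start and 1 h | read-out basis = % inhibition of unwinding | control set = low DMSO, high thioflavine S at 110 µM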
CRFBP-R2 block: antagonists of CRF-BP/CRF-R2 complex, primary screen, cell-based, HEK293, calcium dye fluorescence, uHTS. CRF-induced calcium fluorescence. inhibition, % at 11.8 µM. 350,000 compounds, 0.59% hits;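 active = inhibition of the ligand-induced calcium signal above about 50% at the single tested concentration, limit read from the data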
MEKK2 mut-MEK5: MEK5 binding signal on mutant MEKK2 PB1, primary screen, biochemical, multiplex bead flow cytometry, Alexa488-MEK5; percent response, % at 10 µM; Alexa488-MEK5 binding to MEKK2 mutant; 290,000 compounds, 0.35% hits; in the data active = percent response above about 24%, passing the limit was not always enough; note: inactives centre near 1; some results filed as inactive read as strong as hits
UBC9 SUMO inh: inhibitors of in vitro SUMOylation cascade, primary screen, biochemical, HTRF, uHTS | SUMO-conjugating enzyme UBC9 (Homo sapiens), P63279 | HTRF SUMOylation assay, SAE1/SAE2 + UBC9 | inhibition, % at 35 µM | 290,000 compounds, 0.36% hits; in the data active = inhibition above about 50%, passing the limit was not always enough; note: strong numbers were not always called active
Target sequence (P63279 whole entry, looked up): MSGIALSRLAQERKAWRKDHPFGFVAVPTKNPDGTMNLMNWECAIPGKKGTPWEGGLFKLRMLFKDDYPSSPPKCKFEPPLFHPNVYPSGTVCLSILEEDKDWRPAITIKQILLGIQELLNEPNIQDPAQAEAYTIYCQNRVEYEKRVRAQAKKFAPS
* = called active by the depositor; . = not tested or not shown. Not all compounds are listed; rates above refer to the full screens.

SMILES	FID counter	GalR3 antag	MEKK3 PB1 HTS	MEKK2wt PB1 HTS	CRFR2-BP ag	NS3 helicase inh	CRFBP-R2 block	MEKK2 mut-MEK5	UBC9 SUMO inh
COc1ccc(OC)c(N(CC(=O)NC2CC2)S(=O)(=O)c2ccc(C)cc2)c1	-28	-3	108	107	1.4	-7	4	5	12
Cc1ccc(NC(=O)CN2C(=O)CNC2=O)cc1	-8	-4	94	89	3.3	2	-13	-8	15
CC(C)N(C)CCOC(=O)/C=C/c1ccccc1	5	-11	92	97	3.8	-20	-16	-1	3
Cc1cc(C(=O)CSc2nnnn2C)c(C)n1C1CC1	-6	4	91	90	0.2	5	-2	-16	27
Cc1ccc(NC(=O)CC2=NC(=O)C(CC(=O)Nc3ccccc3F)S2)cc1 (stereo unspecified)	-10	-2	102	101	-1.7	-12	-7	9	14
Cn1cccc1C(=O)NC(=O)COC(=O)c1cc([N+](=O)[O-])ccc1Cl	-13	-6	99	103	-1.6	2	7	-2	16
COc1ccc(-c2csc(NC(=S)NC(=O)/C=C/c3ccc(C(C)C)cc3)n2)cc1OC	-7	0	99	96	2.0	17	2	4	-9
C=CCOc1cccc(C2C(C(=O)c3ccco3)=C(O)C(=O)N2Cc2ccncc2)c1 (stereo unspecified)	-19	-3	103	108	1.4	4	-13	2	13
Cc1c(C)c2ccc(OCC(=O)N[C@@H](Cc3c[nH]c4ccccc34)C(=O)O)cc2oc1=O	-24	-5	101	100	-2.7	8	17	1	14
O=c1oc(-c2ccccc2)nc2sc3c(c12)CCC3	5	-7	103	99	0.3	4	2	-1	23
Cc1cc[n+]2n1CC(O)C2 (stereo unspecified)	2	-6	97	98	0.4	-4	-6	-6	3
CCc1ccc(C(=O)NNC(=O)OC)cc1	11	-4	96	89	-1.9	-3	10	-13	17
O=C(CC(=O)c1ccccc1)Nc1cc([N+](=O)[O-])ccc1Cl	10	-9	105	109	0.3	-5	12	5	20
Nc1c(C(=O)NCc2ccccc2)nnn1Cc1cccc(Cl)c1	-8	-4	100	99	0.7	-4	-23	-3	-14
COc1ccc([N+](=O)[O-])cc1NC(=O)CCN1CCN(C)CC1	4	3	99	96	0.9	-9	-15	-6	-1
COc1ccccc1-n1c(SCC(=O)NCc2ccc3c(c2)OCO3)nc2cc([N+](=O)[O-])ccc21	-17	5	97	94	0.6	-1	14	-1	29
Cc1c[n+](C)ccc1CC1C([N+](=O)[O-])=C[N-]c2ncnn21 (stereo unspecified)	4	-1	102	100	-0.4	14	28	7	-2
CCOc1ccc(C2C(C(=O)Nc3cc(C)on3)c3ccccc3C(=O)N2CCN2CCOCC2)cc1 (stereo unspecified)	3	5	90	79	4.3	-4	-7	-15	-9
CCN1CCN(C(=O)CCNC(=O)Cn2cnc3ccccc3c2=O)CC1	-1	-2	102	102	0.3	1	-8	0	-7
COc1cccc(C(O)c2nc3ccccc3n2C(C)C)c1 (stereo unspecified)	-19	0	101	97	-1.0	5	-9	-2	-2
CCOCCCNC(=O)c1c[nH]c2cc(OC)ccc2c1=O	-5	-5	87	80	3.6	-1	-9	-11	14
COc1cc(C)c(C(=O)Oc2cc(C)c(C(=O)O)c(O)c2C)c(OC)c1C	-23	1	98	96	-4.5	1	50	2	21
O=C(CC1c2ccccc2Oc2ccccc21)Nc1ccccc1C(F)(F)F	-23	-13	106	104	1.4	1	8	8	2
CCN(CC)S(=O)(=O)c1cc(NC(=O)c2ccc(-n3cncn3)c([N+](=O)[O-])c2)ccc1C	-9	-1	101	103	-0.3	-13	-8	4	-15
O=C(CCc1c[nH]c2ccccc12)N1CCN(c2ccc(F)cc2)CC1	-21	0	99	100	-1.4	2	0	-4	7
Cc1ccc(-n2nc3ccc(N)cc3n2)cc1C	-3	-3	104	102	0.0	70*	-5	4	36
CCCN(Cc1cc2cc(C)ccc2[nH]c1=O)S(C)(=O)=O	-1	-1	128*	120	-3.0	7	-9	5	16
Cc1ccc(S(=O)(=O)c2nc(S(C)(=O)=O)sc2N2CCC(C)CC2)cc1	-36	-2	102	97	0.7	-6	-5	1	15
Cc1ccc(Sc2ncnc(N)c2[N+](=O)[O-])cc1	3	-6	113	99	-0.1	1	46	1	-2
Cc1noc(C)c1COC(=O)/C=C/c1ccc(Cl)cc1	-29	-3	80	93	0.7	-4	-1	-1	22
CCCC(c1c(C)n(C)n(-c2ccccc2)c1=O)c1c(C)n(C)n(-c2ccccc2)c1=O	-18	-2	106	111	0.1	-3	-13	6	2
O=S(=O)(c1ccc(F)cc1)N1CCC(N2CCCCCC2)CC1	6	-4	105	112	-0.7	8	6	1	30
C=C(C)C(=O)Nc1cccc(C2=NOC3(C2)C[C@@H](C(N)=O)N(C(=O)c2cc([N+](=O)[O-])cc([N+](=O)[O-])c2C)C3)c1 (stereo partly specified)	.	-4	92	93	0.5	.	2	-24	9
O=C(c1ccco1)N1CCCC(c2nc3c(nnn3Cc3c(Cl)cccc3Cl)c(=O)[nH]2)C1 (stereo unspecified)	-42	-3	101	97	-0.9	4	-2	-2	3
CCCCCCCCCC(=O)N1CCN(c2cc3c(cc2F)c(=O)c(C(=O)O)cn3CC)CC1	-8	-10	100	97	-1.6	4	-24	3	1
COc1ccc(CNc2nc3ccccc3n2CCN2CCCCC2)c(OC)c1	13	-4	104	118	1.0	-27	-2	4	-27
Cc1ccc(CNC(=O)C2CC3Cn4c(nc5cc(Cl)c(Cl)cc54)C3N2C)o1 (stereo unspecified)	.	2	93	92	0.9	.	-5	4	8
O=C1OCCC1Sc1nnc(-c2ccc3c(c2)OCO3)o1 (stereo unspecified)	-5	-3	101	95	1.1	1	12	-2	12
CN1CCN(c2ccc(-c3ccnn3C(=O)Nc3cccc(C(F)(F)F)c3)cc2)CC1	5	-4	103	110	-1.0	-10	12	8	16
CCCNC(=O)c1ccc(CNc2c(N3CCC(C(=O)OCC)CC3)c(=O)c2=O)cc1	-16	4	99	103	2.3	4	7	4	18
COc1ccc(N=C2SC(CC(=O)Nc3cccc(Cl)c3)C(=O)N2Cc2ccco2)cc1 (stereo unspecified)	-2	-5	100	117	0.6	6	0	1	12
O=C(CSC(=S)N1CCOCC1)Nc1ccc(S(=O)(=O)Nc2ncccn2)cc1	-11	-7	101	98	-2.0	-2	-6	-2	8
O=C(NC1=NCCS1)NC12CC3CC(CC(C3)C1)C2	-5	-3	109	110	-0.9	-5	1	11	4
O=C(NCc1cccs1)Nc1cccc(Cl)c1	-1	-1	100	98	0.1	-8	6	0	.
O=S(=O)(c1ccccc1)N1CCN(c2nc(-c3cccs3)nc3ccccc23)CC1	4	.	98	98	.	2	.	-1	11
CC(NC(=O)CN(C)Cc1cccc(F)c1)c1ccccc1 (stereo unspecified)	-7	-10	106	104	-9.4	2	-4	7	16
COc1cc(/C=C2\SC(=O)N(c3ccc(Cl)cc3)C2=O)cc([N+](=O)[O-])c1O	-11	-6	108	95	-0.3	0	21	-4	95*
CNc1oc(-c2ccc(Cl)cc2)nc1C#N	7	-2	101	100	-11	-3	3	6	1
COc1cc(C2Nc3ccccc3C(=O)N2NS(C)(=O)=O)c([N+](=O)[O-])cc1OC (stereo unspecified)	3	-6	98	102	0.9	-16	0	2	4
O=C(Nc1ccccc1C(=O)O)c1ccc(NC(=O)c2ccc(Br)o2)cc1	-30	.	100	99	1.9	28	36	2	12
COCC(=O)Nc1ccc(N(C)C)cc1	1	-5	94	99	-0.9	2	-2	-2	-6
O=C(Cc1ccccc1)Nc1ccc(C(=O)O)cc1	3	-3	95	102	-1.0	2	4	7	-6
C/C(NCC(C)(C)CN(C)C)=C(/C#N)C(=O)NCc1ccccc1	5	-2	102	103	-0.8	2	-29	0	16
CCOC(=O)c1sc(=S)n(CC)c1NC(=O)c1ccccc1C	1	-5	101	98	-2.8	-2	-14	-2	14
O=Cc1cn(-c2ccc(F)cc2)c2ccccc12	-6	-12	111	100	-0.7	4	2	6	12
Cc1ccc(Nc2nc3ccccc3nc2Nc2c(C)n(C)n(-c3ccccc3)c2=O)cc1	-2	-3	102	99	-0.6	3	-12	-1	10
CCc1[nH]nc2c1C(Cc1ccccc1)C(C#N)=C(N)O2 (stereo unspecified)	-2	1	99	98	-0.4	-11	10	2	15
Cc1ccc(-c2csc3ncnc(OCC(=O)NC(=O)NCc4ccco4)c23)cc1	-17	-9	109	103	-1.7	4	2	5	21
COc1ccc(C2=NN(C(=O)c3ccccc3)C(c3cccc([N+](=O)[O-])c3)C2)cc1 (stereo unspecified)	-2	-8	97	97	3.6	1	-2	1	-7
COc1ccc(CCNC(=O)C(=O)N/N=C/c2cccs2)cc1OC	-7	-1	101	99	0.3	20	-5	-2	6

Single entries from the results shown.
`CCOC(=O)c1sc(=S)n(CC)c1NC(=O)c1ccccc1C` @ MEKK3 PB1 HTS: 101
`O=C(Cc1ccccc1)Nc1ccc(C(=O)O)cc1` @ FID counter: 3
`Cc1ccc(Nc2nc3ccccc3nc2Nc2c(C)n(C)n(-c3ccccc3)c2=O)cc1` @ MEKK3 PB1 HTS: 102

(next part)
SMILES	FID counter	GalR3 antag	MEKK3 PB1 HTS	MEKK2wt PB1 HTS	CRFR2-BP ag	NS3 helicase inh	CRFBP-R2 block	MEKK2 mut-MEK5	UBC9 SUMO inh
Cc1cccc(N2CCN(c3ccc(N4C(=O)CCCC4=O)cc3[N+](=O)[O-])CC2C)c1 (stereo unspecified)	-4	6	104	103	-2.1	-1	17	-1	1
CCNS(=O)(=O)c1ccc(-c2ccc(-n3cnnn3)cc2)cc1	-5	-5	102	93	-1.8	4	24	-2	10
CC(C)Cn1c(-c2ccncc2)n[nH]c1=S	-5	-4	104	103	-1.0	-7	-12	1	6
O=C(/C=C/c1ccc(Cl)cc1Cl)N1CCN(c2ccccc2[N+](=O)[O-])CC1	-6	-1	93	94	-1.7	-2	4	-4	13
COC(=O)N/N=C\c1cc(Br)ccc1OCc1ccccc1	-10	-4	106	103	-2.0	0	10	3	-17
CNC(=S)Nc1ccc(Cc2ccncc2)cc1	-1	6	94	89	0.0	-6	13	-17	6
C#CCNC(=O)C1=C[C@H](C(C)(C)C)C[C@H](OCCCCO)O1	.	-4	103	99	-2.2	.	1	-4	.
